# CYP2C19 activ – cytochrome P450 2C19 (human) activation; recombinant CYP2C19, luciferin-H EGE luminescence; stronger effect = higher value; 0 = fully inhibited enzyme, 1 = untreated enzyme; activation factor at 5 µM; 96,000 tested, under 10 active; AID 1025;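 active = activation factor of at least 2 at 5 µM in the primary screen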;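 note: 0 = wells with 2.5 mM tranylcypromine and 1 = vehicle-only wells; values of inactives mirror those of a sister screen read the other way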
# EphB4 ephrin blk – EphB4-ephrin-B2 interaction antagonism | EphB4 LBD / TNYL-RAW-Alexa532 peptide, fluorescence polarization | inhibition, % at 7 µM | actives 0.15% (n = 97,000) | P54760;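 active = inhibition above the screen-wide mean inhibition plus 3 SD, cut at about 15% in these data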;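 note: 0% = DMSO wells and 100% = excess unlabeled TNYL-RAW peptide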
# CYP2C9 activ – increases human cytochrome P450 2C9 activity; P11712; AID 1024; actives 1.4% (n = 96,000); activation factor at 5 µM; recombinant CYP2C9, luciferin-H conversion, luminescence; stronger effect = higher value; factor 1 = untreated enzyme, 0 = blocked;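 active = activation factor of 2 or more for CYP2C9 at a 5 µM dose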;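 note: 0 = sulfaphenazole-blocked wells and 1 = vehicle-only wells; values of inactives mirror those of a sister screen read the other way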
# PTK2B oligo ant – antagonists of human Pyk2 oligomerization | Q293 cells, Pyk2 FERM NanoBiT luminescence; stronger effect = lower value | Q14289 | actives 0.83% (n = 99,000) | z-score (the deposit names both 25 µM and 10 µM);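 active = Z-score of -3 or lower, scaled per plate to the spread of control and sample wells; inactive = z-score above -3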;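 note: negative z-score means lost luminescence so less FERM oligomerization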
# Target sequence (Q14289 whole entry, looked up): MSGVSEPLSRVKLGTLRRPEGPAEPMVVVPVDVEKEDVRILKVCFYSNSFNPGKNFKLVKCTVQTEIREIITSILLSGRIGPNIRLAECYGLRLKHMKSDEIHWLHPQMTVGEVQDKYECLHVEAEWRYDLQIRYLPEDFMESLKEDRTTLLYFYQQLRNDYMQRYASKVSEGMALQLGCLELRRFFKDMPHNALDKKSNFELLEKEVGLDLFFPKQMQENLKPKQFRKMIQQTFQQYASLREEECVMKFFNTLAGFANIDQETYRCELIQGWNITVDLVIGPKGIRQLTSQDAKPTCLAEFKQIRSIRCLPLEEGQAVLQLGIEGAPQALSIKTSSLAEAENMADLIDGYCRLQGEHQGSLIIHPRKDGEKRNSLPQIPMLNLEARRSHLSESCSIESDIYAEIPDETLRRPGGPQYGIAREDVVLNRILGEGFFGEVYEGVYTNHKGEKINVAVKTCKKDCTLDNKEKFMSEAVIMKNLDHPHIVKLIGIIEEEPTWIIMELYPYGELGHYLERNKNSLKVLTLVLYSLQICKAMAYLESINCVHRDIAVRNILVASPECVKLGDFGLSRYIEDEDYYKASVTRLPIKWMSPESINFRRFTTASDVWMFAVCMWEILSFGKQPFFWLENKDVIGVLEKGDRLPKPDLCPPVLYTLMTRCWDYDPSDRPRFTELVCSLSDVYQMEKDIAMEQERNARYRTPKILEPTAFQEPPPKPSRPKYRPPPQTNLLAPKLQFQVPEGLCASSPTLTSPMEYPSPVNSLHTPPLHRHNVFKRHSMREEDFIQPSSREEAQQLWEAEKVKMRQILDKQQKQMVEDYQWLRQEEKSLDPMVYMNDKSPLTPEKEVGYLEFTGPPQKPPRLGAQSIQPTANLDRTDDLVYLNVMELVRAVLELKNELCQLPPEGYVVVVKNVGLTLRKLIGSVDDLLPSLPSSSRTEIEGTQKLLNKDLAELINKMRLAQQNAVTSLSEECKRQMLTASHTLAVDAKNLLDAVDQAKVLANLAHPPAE
# CYP2C19 inhib – blocks human cytochrome P450 2C19; actives 21% (n = 96,000); P33261; inhibition, % at 5 µM; CYP2C19 Supersomes, luciferin-H EGE luminescence, 30 min;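 active = CYP2C19 inhibition above a set limit at 5 µM in the primary screen, cut at about 50% in these data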;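 note: plate controls were negative control wells for no effect and 2.5 mM tranylcypromine positive control for full effect; values of inactives mirror those of a sister screen read the other way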
# PostGolgi yeast – growth inhibition of a yeast mutant, post-Golgi transport screen | inhibition, % at 10 µM | post-Golgi transport phenotypic cell assay | actives 0.9% (n = 98,000) | AID 739; in the data active = inhibition above about 30%;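 note: yeast cells grown in 1536-well plates; yeast grown about 18 h at 30C before absorbance read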
# Ecoli WT expand – blocks growth of wild type E. coli BW25113. OD600 absorbance. growth inhibition, % at 100 µM. actives 0.15% (n = 98,000). AID 710;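 active = growth inhibition above about 50% at one test dose, limit read from the data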;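 note: growth measured after 20 h incubation at 37 °C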
# CYP2C9 inh – inhibitors of human CYP2C9. P11712. CYP2C9 Supersomes, luciferin-H conversion, luminescence. inhibition, % at 5 µM. actives 20% (n = 96,000);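 active = blocking of liver enzyme CYP2C9 beyond about 50% at 5 µM, limit read from the data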; note: values of inactives mirror those of a sister screen read the other way
# PLAP activator – activates human placental alkaline phosphatase; P05187; purified PLAP enzyme, luminescent substrate read-out; stronger effect = higher value; activation fold at 20 µM; actives 1.2% (n = 96,000); in the data active = activation fold above about 2
# * hit, by the source's call; / = no result given.
SMILES,CYP2C19 activ,EphB4 ephrin blk,CYP2C9 activ,PTK2B oligo ant,CYP2C19 inhib,PostGolgi yeast,Ecoli WT expand,CYP2C9 inh,PLAP activator
O=C(CSc1nnc(CN2CCOCC2)n1-c1ccc(Cl)cc1)Nc1cc(Cl)ccc1O,0.7,-10.5,1,-0.87,32.0,9.2,-6.0,4.1,1.4
O=C(CSCc1c(Cl)cccc1Cl)Nc1ccccc1C(=O)N1CCOCC1,0.5,2.0,0.1,-0.65,47.6,-2.9,6.0,92.0*,1.8
CCOn1c(=O)c(-c2ccc(Cl)cc2)[n+]([O-])c2ccccc21,1,-8.3,0.9,0.52,4.4,0.5,-11.0,10.0,1.3
CCC(=O)N1CCc2cc(S(=O)(=O)CCC(=O)Nc3ccc(F)c(F)c3)ccc21,0.7,-8.5,0.5,1.07,27.8,1.7,5.0,52.3*,0.8
Cc1nnc(NC(=O)Cc2cccs2)s1,1,4.3,1,-0.53,0.5,-8.7,6.0,-3.4,1
NC(=O)c1cc2n(n1)C(C(F)(F)F)CC(c1ccco1)N2 (stereo not drawn),1.1,8.6,1.2,-0.47,-8.5,-6.7,2.0,-16.7,1.1
O=C(Nc1cccc(C(=O)N2CCN(Cc3ccccc3)CC2)c1)c1ccccc1,0.2,7.3,1,0.34,83.4*,-3.0,5.0,-1.8,1.6
CSCc1c(C(=O)NC2CCCc3ccccc32)oc2ccccc12 (stereo not drawn),1.2,3.7,0.4,-0.42,-15.1,-2.9,-11.0,55.3*,1
CCOc1ccc(-n2c(Cc3cc(=O)[nH]c(=O)[nH]3)nnc2SC(C)C(=O)OC)cc1 (stereo not drawn),1,-11.8,1.1,/,0.2,-9.2,-1.0,-7.1,1.5
C=CCn1c(SCC(=O)Nc2cccc3ccccc23)nnc1-c1cnccn1,0.4,2.2,0.6,-0.84,55.4*,4.1,-3.0,43.1,1
COCCNC(=O)c1ccc(Cl)c(Cl)c1,1,-5.6,1.2,0.23,-4.7,-0.8,8.0,-16.2,1
COc1ccc(CCNC(=O)C2CC2)cc1OC,1,3.6,1.1,2.82,-2.6,-0.3,5.0,-14.6,1.1
CC(C)CNc1nc(Oc2ccc(=O)n(C)n2)nc(N2CCOCC2)n1,0.9,-1.6,0.8,0.23,5.2,32.3*,-1.0,22.3,1.2
Cc1no[n+]([O-])c1COc1ccccc1/C=C1\NC(=S)NC1=O,0.8,-1.8,0.7,-1.41,20.6,-4.8,-5.0,30.2,1.6
Cc1cccc(CS(=O)(=O)Cc2ccc(C(=O)O)o2)c1,1,2.1,1.1,1.42,-0.4,7.5,-11.0,-9.9,1
COc1ccccc1CN(Cc1cc2c(C)ccc(C)c2[nH]c1=O)Cc1nnnn1Cc1ccco1,0.4,3.9,0.2,0.6,59.6*,0.5,-8.0,79.5*,0.9
O=C(COc1ncnc2ccc(Br)cc12)N1CCOCC1,0.8,0.3,0.6,-0.11,22.3,-4.8,4.0,37.3,1
O=C1C(c2ccccc2)SC(=Nc2ccccc2)N1S(=O)(=O)c1ccccc1 (stereo not drawn),1,-4.0,1,-0.32,4.4,-2.3,-1.0,-4.9,1.3
COc1nc2c(C)cccc2cc1-c1noc(-c2ccco2)n1,0.8,-4.8,0.8,-0.7,23.4,-6.0,-2.0,15.3,0.7
CC(C)(C)C1(c2ccccc2)NC(=O)N(CC(=O)N2CCOCC2)C1=O (stereo not drawn),1.2,1.6,1.2,0.06,-15.5,3.9,-5.0,-24.1,1.1

# An excerpt of these results, with bars between the fields.
structure | CYP2C19 activ | EphB4 ephrin blk | CYP2C9 activ | PTK2B oligo ant | CYP2C19 inhib | PostGolgi yeast | Ecoli WT expand | CYP2C9 inh | PLAP activator
O=C(COc1ncnc2ccc(Br)cc12)N1CCOCC1 | 0.8 | 0.3 | 0.6 | -0.11 | 22.3 | -4.8 | 4.0 | 37.3 | 1
O=C1C(c2ccccc2)SC(=Nc2ccccc2)N1S(=O)(=O)c1ccccc1 (stereo not drawn) | 1 | -4.0 | 1 | -0.32 | 4.4 | -2.3 | -1.0 | -4.9 | 1.3
COc1nc2c(C)cccc2cc1-c1noc(-c2ccco2)n1 | 0.8 | -4.8 | 0.8 | -0.7 | 23.4 | -6.0 | -2.0 | 15.3 | 0.7
CC(C)(C)C1(c2ccccc2)NC(=O)N(CC(=O)N2CCOCC2)C1=O (stereo not drawn) | 1.2 | 1.6 | 1.2 | 0.06 | -15.5 | 3.9 | -5.0 | -24.1 | 1.1

# Continuation.
SMILES,CYP2C19 activ,EphB4 ephrin blk,CYP2C9 activ,PTK2B oligo ant,CYP2C19 inhib,PostGolgi yeast,Ecoli WT expand,CYP2C9 inh,PLAP activator
CN1CCC(OC(=O)COc2ccccc2)CC1,1,2.5,1,-0.24,-4.1,-9.8,-2.0,3.8,1
O=C(CN1CCNCC1)Nc1ccc(Oc2ccccc2)cc1,0.9,5.5,0.9,-0.01,7.3,4.7,10.0,5.0,0.9
CC1CCCC(C)N1C(=O)Nc1cccc(Cl)c1 (stereo not drawn),0.6,8.9,1,1.46,39.8,3.3,2.0,1.6,0.9
CC(C)N1C(=O)C(Cc2nc3ccccc3c(=O)n2-c2ccccc2)c2ccccc21 (stereo not drawn),0.8,-5.3,0.7,-0.99,22.6,-6.5,-11.0,35.0,1.6
CCOC(=O)c1c(CN(CC)CC)oc2cc(Br)c(O)cc12,0.9,4.3,1,/,7.9,0.7,14.0,2.1,1
COc1ccc(C(=O)Nn2c(SCC(=O)NC3CCCCC3)nc3ccccc3c2=O)cc1,0.9,7.4,0.7,-1.94,13.8,-4.9,-7.0,31.0,1.1
O=C(CCn1[nH]c(=O)c2ccccc2c1=O)N1CCOCC1,1.1,0.8,1,-0.18,-5.7,26.7,1.0,-4.8,0.9
COc1ccc(CN2CCc3ccccc3C2)c(OC)c1OC,0.4,6.4,1,2.4,61.2*,-2.4,-1.0,2.9,1.1
CCc1ccc(-c2nn[nH]n2)cc1,1.1,-3.3,1.1,0.38,-7.2,-2.3,-11.0,-5.8,1.2
O=C(CCN1CCCCC1)c1ccccc1,1.1,-7.2,1.1,0,-6.1,2.0,1.0,-10.8,1
COC(=O)NCCOc1nc(N(C)C)nc(N(C)C)n1,1,7.1,1,-0.19,0.3,-5.7,2.0,-1.8,1.3
CCCC1C(C(=O)OCC)=C(C)NC(C)=C1C(=O)OCC,0.1,-2.7,0.3,-3.07*,93.8*,8.3,-7.0,67.8*,1.3
Cc1cc(NC(=O)COc2ccc(Cl)cc2Cl)n(-c2ccccc2)n1,0.3,6.0,0.7,-1.22,71.2*,-8.1,-10.0,34.5,0.9
Cc1cc(OC2CCCCC2)nc(-c2ccccc2O)n1,1,-4.5,0.7,0.09,2.0,-2.6,2.0,34.5,1.2
CN(C)/C=c1\sc2c(C#N)cc(C(=O)c3ccc(Br)cc3)n2c1=O,1.1,/,1,-1.07,-5.2,-11.0,-14.0,-2.2,0.9
O=C1CCCN1c1ccc(S(=O)(=O)NCc2ccco2)cc1,0.9,9.9,1,1.51,11.6,-3.8,2.0,4.3,1.2
O=C(c1cc(-c2ccccc2)nc2ccccc12)N1CCN(c2ccccn2)CC1,0.6,-3.6,0.5,-0.63,37.0,-7.3,-14.0,52.2*,1.5
Cn1c(CN2CCCC2)nc2cc(NC(=O)c3ccco3)ccc21,1.1,-2.9,1,0.15,-13.8,-23.0,0.0,-3.8,0.9
Cc1ccc(NC(=O)N(CCCN2CCOCC2)Cc2cc3cc4c(cc3[nH]c2=O)OCO4)cc1,0.8,-2.2,0.9,1.13,16.2,18.1,8.0,9.0,1.4
Cc1ccc(S(=O)(=O)c2cc3c(=O)n4cccc(C)c4nc3n(CC3CCCO3)c2=N)cc1 (stereo not drawn),0.9,/,0.8,/,8.9,/,/,17.9,1
c1ccc(CCn2c(C3CC3)nc3ccccc32)cc1,0,2.8,0.3,0.15,97.9*,2.7,8.0,66.5*,1.1
Cc1ccc(-c2csc(N(C)C(=O)c3c(C)nn(-c4ccccc4)c3Cl)n2)cc1,0.6,5.8,0.3,-1.96,44.4,13.4,-12.0,73.8*,1.4
O=C(NC1CCCc2ccccc21)c1ccccc1Br (stereo not drawn),1,6.0,1.4,-0.42,3.5,-6.0,9.0,-41.8,1
COc1cccc(N(CC(=O)Nc2ccc3c(c2)OCO3)S(=O)(=O)c2ccccc2)c1,0.9,-3.6,0.3,-3.07*,6.8,-0.6,-8.0,70.7*,0.9
Cc1ccc(CNC(=O)CCc2nc3ccccc3c(=O)[nH]2)cc1,1,/,0.9,0.33,-1.9,-10.9,2.0,5.6,1.1
O=C(Nc1ccccc1C(=O)NCCc1ccccc1)c1ccco1,0.5,1.9,0.3,-1.25,53.9*,1.6,-1.0,71.1*,0.9
COc1cc2c(cc1OC)C1(Nc3c-2c(C)nn3-c2ccccc2)C(=O)Nc2ccccc21 (stereo not drawn),0.9,-1.8,0.3,-1.13,10.6,5.3,-6.0,65.7*,1.7
FC(F)(F)c1cc(-c2ccccc2)nc(N2CCCCC2)n1,1,-0.8,1.1,0.3,-2.2,14.6,6.0,-10.7,0.9
Cc1noc(/C=C/c2ccco2)c1S(=O)(=O)N1CCC(C(=O)N(C)Cc2ccccc2)CC1,0.6,4.0,0.2,-0.06,35.8,-7.5,-12.0,76.2*,1.3
Cc1nc2ccc(S(=O)(=O)NC(C(=O)N3CCn4c3nc3ccccc34)C(C)C)cc2s1 (stereo not drawn),1,-3.6,0.9,/,2.4,-0.4,1.0,11.4,1
Cc1sc(Nc2ccc([N+](=O)[O-])cc2)nc1-c1c(C)n(C)n(-c2ccccc2)c1=O,0.6,4.1,0.8,-1.32,39.1,-2.7,-15.0,21.6,1.2
Cc1coc2cc3oc(=O)c4c(c3cc12)CCCC4,0.7,-3.1,0.3,0.64,27.7,-11.3,-8.0,73.9*,1.1
O=C(c1ccco1)N1CCN(Cc2nc3ccc([N+](=O)[O-])cc3c(=O)n2-c2ccccc2F)CC1,0.7,1.7,0.7,-0.57,28.2,2.1,5.0,29.1,1.7
CCCc1cc(=O)n2[nH]c(C)cc2n1,1.1,2.7,1.1,1.35,-6.1,-38.0,-4.0,-6.8,1.1
O=C1Nc2c(c(=O)[nH]c(=O)n2-c2ccccc2)C1(Nc1ncccn1)C(F)(F)F (stereo not drawn),1,-2.3,1,0.17,3.6,-8.0,7.0,2.3,1
COc1ccccc1CNc1ncnc2c1nnn2Cc1ccccc1,0.5,3.5,0.6,-2.31,54.7*,18.7,0.0,42.4,0.9
Cc1[nH][nH]c(=O)c1C(c1ccc(-c2ccc(Cl)c(Cl)c2)o1)c1c(C)[nH][nH]c1=O,0.4,4.1,0.9,-0.56,59.0*,0.2,11.0,11.0,2.9*
COC(Cc1nnc(SC)n1-c1ccccc1)OC,0.9,-0.1,1,1.12,9.0,-23.6,-1.0,3.8,0.9
Cc1cccc(OCC(=O)N2CCC(N3CCCCCC3)CC2)c1,1.2,-2.2,1,-0.17,-16.9,-4.7,8.0,4.6,1.4
COc1ccc(-c2nc(CS(=O)CC(=O)NCCCN3CCCC3)c(C)o2)cc1OC (stereo not drawn),1,5.5,1,0.05,4.8,-1.6,-3.0,-2.9,1.4
Cc1ccc2nc(NC(=O)CSCc3ccccc3)sc2c1,1,1.1,1,0.78,4.5,-5.7,-13.0,3.0,0.8
COc1ccc(CC(=O)Nc2cc(C)on2)cc1OC,0.9,3.8,0.9,0.52,13.0,-1.4,-3.0,10.0,0.9
CC1=C(C(=O)Nc2ccc(C)cc2)C(c2ccc(N(C)C)cc2)NC(=O)N1 (stereo not drawn),/,-1.8,/,-0.15,/,3.3,-12.0,/,/
CN(C(=O)COc1cc(=O)n(C)c2ccccc12)c1ccc(Cl)cc1,0.6,-1.9,0.8,/,38.8,1.0,-5.0,22.5,1.3
CC(c1nc2ccccc2c(=O)[nH]1)N1CCN(C)CC1 (stereo not drawn),1.1,5.8,1.3,-0.44,-6.4,-11.5,3.0,-34.1,1.3
NC(=O)CSc1nnc(-c2ccc(S(=O)(=O)N3CCCC3)cc2)n1Cc1ccco1,1,-3.1,0.8,0.88,-2.8,-6.2,-4.0,22.0,1.6
Nc1nc2ccccc2n1/N=C/c1ccc(Br)cc1,0.9,-8.7,0.7,0.51,5.7,15.3,-8.0,33.5,1

# Bioassay records as filed in PubChem.
